High-throughput results deposited in PubChem BioAssay by Sanford-Burnham Center for Chemical Genomics.
A3G deaminase: inhibitors of human APOBEC3G DNA deaminase; Q9HC16; recombinant A3G, ssDNA deamination FAM/TAMRA fluorescence; inhibition, % at 20 µM; 0.28% of 330,000 active; AID 493012;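 active means inhibition of at least 40% at 20 µM, with no more than 30% in the related APOBEC3A deaminase screen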;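 further: plate controls were DMSO wells with A3G for no effect and wells lacking A3G enzyme for full effect; some compounds called inactive have numbers as strong as hits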
MPTP inh: blocks calcium-induced mitochondrial swelling; 1.4% of 360,000 active; AID 602449; isolated mouse mitochondria, Ca2+ swelling absorbance, 30 min; inhibition, % at 10 µM;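 active means inhibition of 50% or more, scaled per plate between neutral and stimulator controls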;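 further: 0% = DMSO wells given calcium and 100% = 1 mM EGTA wells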
mIAP activ: mouse IAP activation. muIAP, CDP-Star luminescence, 30 min; hits give high values; 1 = vehicle-only enzyme signal, 0 = enzyme-free wells. activation factor at 10 µM. 0.24% of 330,000 active. AID 2805;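 active means activation factor of at least 2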; further: the source names both 10 and 20 µM as test concentration; values of inactives mirror those of a sister screen read the other way
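Assay system: mouse IAP enzyme; Reagent: CDP-Star chemiluminescent phosphatase substrate; Compound: DMSO-dissolved test compounds; Incubation: 30 min, room temperature; Technique: luminescence from enzymatic CDP-Star hydrolysis; Controls: DMSO-only wells and no-enzyme negative control.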
mIAP inh: mouse IAP inhibition. 0.2% of 330,000 active. purified mouse IAP, CDP-Star luminescence, 30 min. inhibition, % at 10 µM;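 active means inhibition of at least 40% at 10 µM in the primary screen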;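 further: plate controls were DMSO with enzyme for no effect and no enzyme wells for full effect; values of inactives mirror those of a sister screen read the other way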
hIAP block: human IAP inhibition; P09923; purified IAP, CDP-Star luminescence, 30 min; inhibition, % at 10 µM; 0.12% of 330,000 active;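 active means inhibition reaching a set limit with compound at 10 µM in the primary screen, cut at about 35% in these data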;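 further: plate controls were DMSO wells with enzyme for no effect and no-enzyme buffer wells for full effect; values of inactives mirror those of a sister screen read the other way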
Target sequence (P09923 whole entry, looked up): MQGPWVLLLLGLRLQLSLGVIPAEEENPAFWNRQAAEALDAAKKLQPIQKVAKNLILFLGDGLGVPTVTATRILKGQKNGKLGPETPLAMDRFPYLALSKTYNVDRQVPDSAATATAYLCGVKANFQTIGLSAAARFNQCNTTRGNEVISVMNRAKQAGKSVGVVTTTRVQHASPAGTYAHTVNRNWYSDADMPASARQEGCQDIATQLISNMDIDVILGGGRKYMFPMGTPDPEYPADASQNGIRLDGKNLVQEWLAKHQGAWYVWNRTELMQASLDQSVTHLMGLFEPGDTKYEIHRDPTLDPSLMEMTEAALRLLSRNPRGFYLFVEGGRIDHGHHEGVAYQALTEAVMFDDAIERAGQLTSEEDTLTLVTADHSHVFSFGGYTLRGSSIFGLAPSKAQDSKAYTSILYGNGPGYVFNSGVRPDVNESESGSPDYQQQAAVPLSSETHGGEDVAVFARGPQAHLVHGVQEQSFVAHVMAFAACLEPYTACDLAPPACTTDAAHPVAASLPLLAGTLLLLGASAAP
GRIN3A LBD mod: modulators (binders) of human NR3A ligand-binding domain; Tm shift relative to glycine control, % at 25 µM; AID 1259313; 2.5% of 340,000 active; NR3A LBD differential scanning fluorimetry, Tm shift; 0% = protein alone, 100% = glycine-bound protein;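 active means melting temperature shift of at least 10% of the positive control shift, at one fixed dose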
MIN6 prolif: inducers of beta-cell replication in MIN6 cells | AID 2380 | MIN6 cells proliferation, ATPlite luminescence, 48 h; cells starved in 0.2% serum; 100% = growth in 10% serum | proliferation, % at 10 µM | 0.29% of 330,000 active;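 active means compounds whose signal lies at least 3.5 SD above the mean of all wells on their plate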;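 further: 0% = DMSO-treated cells in low-serum medium and 100% = 10% serum control; some compounds called inactive have numbers as strong as hits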
hIAP activ: human IAP activation; P09923; purified human IAP, CDP-Star luminescence, 30 min; hits give high values; 1 = vehicle-only enzyme, 0 = enzyme-free background; activation factor at 10 µM; 0.16% of 330,000 active; AID 2524;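 active means activation factor of the enzyme at least 2-fold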; further: the source names both 10 and 20 µM as test concentration; values of inactives mirror those of a sister screen read the other way
A3A deaminase: blocks human APOBEC3A ssDNA deamination; P31941; recombinant A3A, FAM/TAMRA ssDNA deamination fluorescence; inhibition, % at 20 µM; 0.41% of 330,000 active; AID 493011;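 active means at least 40% inhibition at 20 µM here, with at most 30% in a related deaminase screen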;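 further: plate controls were A3A with DMSO for no effect and wells lacking A3A enzyme for full effect; some results filed as inactive read as strong as hits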
Target sequence (P31941 whole entry, looked up): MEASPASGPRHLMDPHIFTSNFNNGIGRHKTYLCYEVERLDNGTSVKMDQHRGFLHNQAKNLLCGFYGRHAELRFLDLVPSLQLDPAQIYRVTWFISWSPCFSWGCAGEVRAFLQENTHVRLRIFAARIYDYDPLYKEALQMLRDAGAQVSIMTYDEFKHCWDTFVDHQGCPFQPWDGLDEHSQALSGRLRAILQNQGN
* hit, by the source's call.

Results for CCCS(=O)(=O)N1CCCC(C(=O)NCCN2CCOCC2)C1 (centres undefined) ?
A3G deaminase: -4; MPTP inh: -0.1; mIAP activ: 0.96; mIAP inh: 4; hIAP block: -9; GRIN3A LBD mod: 0; MIN6 prolif: -2; hIAP activ: 1.1; A3A deaminase: -1

Results for COc1ccc(OC)c(N(C)S(=O)(=O)c2ccc3c(c2)N(C(C)=O)CCO3)c1 ?
A3G deaminase: -7; MPTP inh: 0.8; mIAP activ: 0.97; mIAP inh: 3; hIAP block: -5; GRIN3A LBD mod: 1; MIN6 prolif: 2; hIAP activ: 1; A3A deaminase: -3

What do the screens show for `Cn1c(=O)n(C)c2cc(N3CCCC3)c(NC(=O)c3cccc(F)c3)cc21`?
A3G deaminase: 1; MPTP inh: -0.4; mIAP activ: 0.94; mIAP inh: 6; hIAP block: -2; GRIN3A LBD mod: 0; MIN6 prolif: 7; hIAP activ: 1; A3A deaminase: 0

How did O=C(Nc1ccccc1)C1COc2ccccc2O1 (centres undefined) do in these assays?
A3G deaminase: 0; MPTP inh: -0.2; mIAP activ: 1.1; mIAP inh: -5; hIAP block: -4; GRIN3A LBD mod: 2; MIN6 prolif: -3; hIAP activ: 1; A3A deaminase: 2

What do the screens show for `CCOc1ccc(CC(=N)C2=C(O)CC(C)(C)CC2=O)cc1OCC`?
A3G deaminase: -12; MPTP inh: 29; mIAP activ: 1; mIAP inh: -1; hIAP block: 1; GRIN3A LBD mod: -1; MIN6 prolif: 0; hIAP activ: 0.99; A3A deaminase: -3

Results for Cc1cc(NC(=O)CSc2nnc(COc3cccc(C)c3C)n2Cc2ccco2)no1 ?
A3G deaminase: 2; MPTP inh: -1.1; mIAP activ: 0.82; mIAP inh: 18; hIAP block: -4; GRIN3A LBD mod: -1; MIN6 prolif: 1; hIAP activ: 1; A3A deaminase: 7

What do the screens show for `O=C(CSc1nnc2scc(-c3ccccc3)n12)c1ccc2c(c1)OCCO2`?
A3G deaminase: -13; MPTP inh: -1.3; mIAP activ: 1; mIAP inh: -2; hIAP block: -9; GRIN3A LBD mod: 1; MIN6 prolif: 0; hIAP activ: 1.1; A3A deaminase: -2

What do the screens show for `CCOc1ccc(/C=N/NC(=O)c2cc3ccccc3cc2OC)cc1`?
A3G deaminase: -9; MPTP inh: -1.8; mIAP activ: 0.94; mIAP inh: 6; hIAP block: 6; GRIN3A LBD mod: 24*; MIN6 prolif: -2; hIAP activ: 0.94; A3A deaminase: -1

Results for COc1ccc(Nc2ncnc3sc(C)cc23)c(OC)c1 ?
A3G deaminase: -4; MPTP inh: 0.3; mIAP activ: 1; mIAP inh: -4; hIAP block: 10; GRIN3A LBD mod: 0; MIN6 prolif: -2; hIAP activ: 0.91; A3A deaminase: -2

Results for Oc1c(CNc2ccccc2)cc(COCc2ccccc2)c2cccnc12 ?
A3G deaminase: -2; MPTP inh: 0.0; mIAP activ: 0.97; mIAP inh: 3; hIAP block: -41; GRIN3A LBD mod: -6; MIN6 prolif: -5; hIAP activ: 1.4; A3A deaminase: -3

What do the screens show for `c1ccc2c(c1)oc1c(Nc3ccc4c(c3)OCCO4)ncnc12`?
A3G deaminase: -6; MPTP inh: 1.7; mIAP activ: 0.99; mIAP inh: 1; hIAP block: 22; GRIN3A LBD mod: -34; MIN6 prolif: -3; hIAP activ: 0.78; A3A deaminase: 4

What do the screens show for `COC(=O)C1(C#N)C(c2ccccc2)C1(C(=O)OC)C(=O)OC` (centres undefined)?
A3G deaminase: 1; MPTP inh: -3.6; mIAP activ: 0.97; mIAP inh: 2; hIAP block: -5; GRIN3A LBD mod: 0; MIN6 prolif: 0; hIAP activ: 1; A3A deaminase: 6

Results for Cc1cc(NCC(C)C)n2ncnc2n1 ?
A3G deaminase: 2; MPTP inh: -0.5; mIAP activ: 0.95; mIAP inh: 5; hIAP block: -5; GRIN3A LBD mod: -1; MIN6 prolif: -3; hIAP activ: 1.1; A3A deaminase: 8

What do the screens show for `CCOCCNC(=O)c1ccc2c3c(cccc13)CC2`?
A3G deaminase: -3; MPTP inh: 12; mIAP activ: 1; mIAP inh: 0; hIAP block: 4; GRIN3A LBD mod: 0; MIN6 prolif: -3; hIAP activ: 0.96; A3A deaminase: -2

Results for COC(=O)C1=C(C)NC(C)=C(C(=O)OC)C1c1ccco1 ?
A3G deaminase: -6; MPTP inh: 3.3; mIAP activ: 0.95; mIAP inh: 4; hIAP block: 13; GRIN3A LBD mod: -1; MIN6 prolif: -3; hIAP activ: 0.87; A3A deaminase: -3

How did Cc1cc2c(cc1C)/C(=N/NC(=O)c1ccccn1)CCC2 do in these assays?
A3G deaminase: -4; MPTP inh: 1.9; mIAP activ: 1; mIAP inh: 0; hIAP block: -22; GRIN3A LBD mod: 0; MIN6 prolif: -1; hIAP activ: 1.2; A3A deaminase: 2

Results for O=C(NCC(=O)N1CCCCCC1)c1ccc(OC(F)F)cc1 ?
A3G deaminase: -13; MPTP inh: 0.2; mIAP activ: 0.99; mIAP inh: 1; hIAP block: 13; GRIN3A LBD mod: -2; MIN6 prolif: -2; hIAP activ: 0.87; A3A deaminase: -2

How did CCc1noc(C)c1C(=O)Nc1nc(-c2ccc(F)cc2)c(C)s1 do in these assays?
A3G deaminase: -4; MPTP inh: 0.2; mIAP activ: 1.1; mIAP inh: -7; hIAP block: -10; GRIN3A LBD mod: -6; MIN6 prolif: -2; hIAP activ: 1.1; A3A deaminase: 4

What do the screens show for `CCOc1ncccc1C(=O)OCC(=O)c1ccc(OC)c(OC)c1`?
A3G deaminase: -10; MPTP inh: 0.2; mIAP activ: 1.1; mIAP inh: -12; hIAP block: -9; GRIN3A LBD mod: -1; MIN6 prolif: -2; hIAP activ: 1.1; A3A deaminase: -5

How did Cc1nn(CC(=O)Nc2ccc(Cl)cc2Cl)c(=O)c2ccccc12 do in these assays?
A3G deaminase: -7; MPTP inh: 0.2; mIAP activ: 0.95; mIAP inh: 5; hIAP block: 14; GRIN3A LBD mod: 0; MIN6 prolif: 2; hIAP activ: 0.86; A3A deaminase: -3

Results for O=C(COC(=O)c1ccccc1O)NC(c1ccccc1)c1ccccc1 ?
A3G deaminase: -3; MPTP inh: 0.8; mIAP activ: 1; mIAP inh: -4; hIAP block: -7; GRIN3A LBD mod: 1; MIN6 prolif: -2; hIAP activ: 1.1; A3A deaminase: 1

Results for O=S(=O)(Nc1cccnc1Cl)c1ccc2c(c1)OCCO2 ?
A3G deaminase: -8; MPTP inh: -0.4; mIAP activ: 0.96; mIAP inh: 4; hIAP block: 15; GRIN3A LBD mod: -4; MIN6 prolif: -4; hIAP activ: 0.85; A3A deaminase: 7

What do the screens show for `Cc1nnc(NC(=O)CSc2nnc(-c3ccc(S(=O)(=O)N4CCCC4)cc3)n2C)s1`?
A3G deaminase: -5; MPTP inh: -2.1; mIAP activ: 0.95; mIAP inh: 5; hIAP block: 27; GRIN3A LBD mod: 1; MIN6 prolif: -1; hIAP activ: 0.73; A3A deaminase: -1

Results for CCN(CC)C(=O)CSc1nnc(-c2ccc(S(=O)(=O)N3CCCC3)cc2)o1 ?
A3G deaminase: -14; MPTP inh: -0.9; mIAP activ: 0.92; mIAP inh: 8; hIAP block: 8; GRIN3A LBD mod: -3; MIN6 prolif: -2; hIAP activ: 0.92; A3A deaminase: -4

Results for CC(C)(C)N1C(=O)[C@H]2[C@@H](c3ccc(Br)cc3)N3C(=O)N(c4cccc(Cl)c4)C(=O)[C@@]3(Cc3ccccc3)[C@H]2C1=O ?
A3G deaminase: -9; MPTP inh: 2.8; mIAP activ: 0.97; mIAP inh: 3; hIAP block: -9; GRIN3A LBD mod: 3; MIN6 prolif: -6; hIAP activ: 1.1; A3A deaminase: -2

Results for Cc1nn(-c2ccccc2)c(C)c1/C=C/C(=O)OCC(=O)Nc1ccc(S(N)(=O)=O)cc1 ?
A3G deaminase: -6; MPTP inh: -0.4; mIAP activ: 0.94; mIAP inh: 6; hIAP block: 15; GRIN3A LBD mod: -2; MIN6 prolif: 4; hIAP activ: 0.85; A3A deaminase: -5

What do the screens show for `COc1cccc(-n2c(SCC(=O)NC3CCS(=O)(=O)C3)nc3ccccc3c2=O)c1` (centres undefined)?
A3G deaminase: -5; MPTP inh: 0.5; mIAP activ: 1; mIAP inh: -5; hIAP block: 6; GRIN3A LBD mod: -2; MIN6 prolif: 2; hIAP activ: 0.94; A3A deaminase: 0

What do the screens show for `COc1ccc(/C=N/n2c(C)nc3sc(C)c(C)c3c2=O)cc1`?
A3G deaminase: -4; MPTP inh: 3.0; mIAP activ: 1; mIAP inh: -3; hIAP block: 2; GRIN3A LBD mod: 0; MIN6 prolif: -1; hIAP activ: 0.97; A3A deaminase: 1

What do the screens show for `COc1ccc2nc(-c3ccccc3)cc(C(=O)OCC(=O)N3CC(C)OC(C)C3)c2c1` (centres undefined)?
A3G deaminase: -7; MPTP inh: -0.6; mIAP activ: 0.91; mIAP inh: 9; hIAP block: 6; GRIN3A LBD mod: -4; MIN6 prolif: -4; hIAP activ: 0.94; A3A deaminase: -5

What do the screens show for `CCN(CC)c1ccc(S(=O)(=O)N2CCOCC2)cc1NC(=O)CSc1nnc(N)s1`?
A3G deaminase: -9; MPTP inh: -0.6; mIAP activ: 1; mIAP inh: -2; hIAP block: 4; GRIN3A LBD mod: -1; MIN6 prolif: 1; hIAP activ: 0.96; A3A deaminase: -1

How did CCCc1nc(N)sc1C(=O)OCC do in these assays?
A3G deaminase: 2; MPTP inh: -1.3; mIAP activ: 1; mIAP inh: -4; hIAP block: -10; GRIN3A LBD mod: -4; MIN6 prolif: -2; hIAP activ: 1.1; A3A deaminase: 1

Results for C=CCSC1=C(C#N)C(c2ccccc2OCC)C(C#N)C(=O)N1 (centres undefined) ?
A3G deaminase: -2; MPTP inh: 1.9; mIAP activ: 0.9; mIAP inh: 10; hIAP block: -9; GRIN3A LBD mod: 2; MIN6 prolif: -1; hIAP activ: 1.1; A3A deaminase: -5

How did Cc1nnc(SCC(=O)N(C)CC(=O)Nc2ccc(F)cc2)n1Cc1ccccc1 do in these assays?
A3G deaminase: -6; MPTP inh: -2.5; mIAP activ: 1.1; mIAP inh: -6; hIAP block: 10; GRIN3A LBD mod: -2; MIN6 prolif: -2; hIAP activ: 0.9; A3A deaminase: -1

How did Nc1c(C(=O)c2ccc(F)cc2)oc2ccccc12 do in these assays?
A3G deaminase: -2; MPTP inh: 1.1; mIAP activ: 0.96; mIAP inh: 4; hIAP block: 3; GRIN3A LBD mod: -8; MIN6 prolif: -1; hIAP activ: 0.97; A3A deaminase: 0

What do the screens show for `CCOC(=O)c1cc(-c2ccccc2)sc1NC(=O)C(C)(C)C`?
A3G deaminase: -4; MPTP inh: -2.3; mIAP activ: 0.99; mIAP inh: 1; hIAP block: 6; GRIN3A LBD mod: 2; MIN6 prolif: 2; hIAP activ: 0.94; A3A deaminase: -9

Pulled one by one from the entries so far:
What do the screens show for `COC(=O)C1(C#N)C(c2ccccc2)C1(C(=O)OC)C(=O)OC` (centres undefined)?
A3G deaminase: 1; MPTP inh: -3.6; mIAP activ: 0.97; mIAP inh: 2; hIAP block: -5; GRIN3A LBD mod: 0; MIN6 prolif: 0; hIAP activ: 1; A3A deaminase: 6

What do the screens show for `CCOc1ccc(/C=N/NC(=O)c2cc3ccccc3cc2OC)cc1`?
A3G deaminase: -9; MPTP inh: -1.8; mIAP activ: 0.94; mIAP inh: 6; hIAP block: 6; GRIN3A LBD mod: 24*; MIN6 prolif: -2; hIAP activ: 0.94; A3A deaminase: -1

Rows are unselected, and some 5% of all compounds hit somewhere here.
